# Mtb UGM inh: inhibitors of M. tuberculosis UDP-galactopyranose mutase. hit rate 0.06% among 320,000. purified UGM, fluorescence polarization probe displacement. inhibition, % at 10 µM. P9WIQ1; in the data active means inhibition above about 10%, passing the limit was not always enough; inconclusive means no clear call, values can overlap the other calls
# Mtb FBA inh: inhibits M. tuberculosis FBA enzyme. P9WQA3. purified M. tuberculosis FBA, fluorescence read-out. inhibition, % at 1 µM. hit rate 2.3% among 360,000. AID 588726; in the data active means inhibition above about 27%;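 further: 0% = vehicle and 100% = reference inhibitor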
# FadD28 binding: blocks FadD28 binding to the bisubstrate probe; hit rate 0.22% among 360,000; fluorescence polarization; inhibition, % at 12.5 µM; AID 588549; in the data active means inhibition above about 8.5%, passing the limit was not always enough; inconclusive means no clear call, values can overlap the other calls
# GDH-TPI counter: counter-screen for M. tuberculosis FBA inhibitors: GDH-TPI coupled enzymes; GDH-TPI coupled enzyme counterscreen, NADH absorbance; inhibition, % at 4.8 µM; hit rate 1.2% among 360,000; AID 588335; in the data active means inhibition above about 30%;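 further: 0% = DMSO wells and 100% = wells lacking the enzyme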
# Yp Topo-I inh: blocks Yersinia pestis topoisomerase I activity; Y. pestis Topo-I cleavage product accumulation, plate reader; activity, % at 10 µM; hit rate 0.064% among 360,000; in the data active means activity above about 50%, passing the limit was not always enough; inconclusive means no clear call, values can overlap the other calls; further: inactives centre near 2
# TcdB inh: TcdB glycohydrolase inhibition; inhibition, % at 9.99 µM; TcdB glycohydrolase enzymatic assay, plate reader; P18177; hit rate 0.24% among 350,000; in the data active means inhibition above about 10%
# Target sequence (P18177 whole entry, looked up): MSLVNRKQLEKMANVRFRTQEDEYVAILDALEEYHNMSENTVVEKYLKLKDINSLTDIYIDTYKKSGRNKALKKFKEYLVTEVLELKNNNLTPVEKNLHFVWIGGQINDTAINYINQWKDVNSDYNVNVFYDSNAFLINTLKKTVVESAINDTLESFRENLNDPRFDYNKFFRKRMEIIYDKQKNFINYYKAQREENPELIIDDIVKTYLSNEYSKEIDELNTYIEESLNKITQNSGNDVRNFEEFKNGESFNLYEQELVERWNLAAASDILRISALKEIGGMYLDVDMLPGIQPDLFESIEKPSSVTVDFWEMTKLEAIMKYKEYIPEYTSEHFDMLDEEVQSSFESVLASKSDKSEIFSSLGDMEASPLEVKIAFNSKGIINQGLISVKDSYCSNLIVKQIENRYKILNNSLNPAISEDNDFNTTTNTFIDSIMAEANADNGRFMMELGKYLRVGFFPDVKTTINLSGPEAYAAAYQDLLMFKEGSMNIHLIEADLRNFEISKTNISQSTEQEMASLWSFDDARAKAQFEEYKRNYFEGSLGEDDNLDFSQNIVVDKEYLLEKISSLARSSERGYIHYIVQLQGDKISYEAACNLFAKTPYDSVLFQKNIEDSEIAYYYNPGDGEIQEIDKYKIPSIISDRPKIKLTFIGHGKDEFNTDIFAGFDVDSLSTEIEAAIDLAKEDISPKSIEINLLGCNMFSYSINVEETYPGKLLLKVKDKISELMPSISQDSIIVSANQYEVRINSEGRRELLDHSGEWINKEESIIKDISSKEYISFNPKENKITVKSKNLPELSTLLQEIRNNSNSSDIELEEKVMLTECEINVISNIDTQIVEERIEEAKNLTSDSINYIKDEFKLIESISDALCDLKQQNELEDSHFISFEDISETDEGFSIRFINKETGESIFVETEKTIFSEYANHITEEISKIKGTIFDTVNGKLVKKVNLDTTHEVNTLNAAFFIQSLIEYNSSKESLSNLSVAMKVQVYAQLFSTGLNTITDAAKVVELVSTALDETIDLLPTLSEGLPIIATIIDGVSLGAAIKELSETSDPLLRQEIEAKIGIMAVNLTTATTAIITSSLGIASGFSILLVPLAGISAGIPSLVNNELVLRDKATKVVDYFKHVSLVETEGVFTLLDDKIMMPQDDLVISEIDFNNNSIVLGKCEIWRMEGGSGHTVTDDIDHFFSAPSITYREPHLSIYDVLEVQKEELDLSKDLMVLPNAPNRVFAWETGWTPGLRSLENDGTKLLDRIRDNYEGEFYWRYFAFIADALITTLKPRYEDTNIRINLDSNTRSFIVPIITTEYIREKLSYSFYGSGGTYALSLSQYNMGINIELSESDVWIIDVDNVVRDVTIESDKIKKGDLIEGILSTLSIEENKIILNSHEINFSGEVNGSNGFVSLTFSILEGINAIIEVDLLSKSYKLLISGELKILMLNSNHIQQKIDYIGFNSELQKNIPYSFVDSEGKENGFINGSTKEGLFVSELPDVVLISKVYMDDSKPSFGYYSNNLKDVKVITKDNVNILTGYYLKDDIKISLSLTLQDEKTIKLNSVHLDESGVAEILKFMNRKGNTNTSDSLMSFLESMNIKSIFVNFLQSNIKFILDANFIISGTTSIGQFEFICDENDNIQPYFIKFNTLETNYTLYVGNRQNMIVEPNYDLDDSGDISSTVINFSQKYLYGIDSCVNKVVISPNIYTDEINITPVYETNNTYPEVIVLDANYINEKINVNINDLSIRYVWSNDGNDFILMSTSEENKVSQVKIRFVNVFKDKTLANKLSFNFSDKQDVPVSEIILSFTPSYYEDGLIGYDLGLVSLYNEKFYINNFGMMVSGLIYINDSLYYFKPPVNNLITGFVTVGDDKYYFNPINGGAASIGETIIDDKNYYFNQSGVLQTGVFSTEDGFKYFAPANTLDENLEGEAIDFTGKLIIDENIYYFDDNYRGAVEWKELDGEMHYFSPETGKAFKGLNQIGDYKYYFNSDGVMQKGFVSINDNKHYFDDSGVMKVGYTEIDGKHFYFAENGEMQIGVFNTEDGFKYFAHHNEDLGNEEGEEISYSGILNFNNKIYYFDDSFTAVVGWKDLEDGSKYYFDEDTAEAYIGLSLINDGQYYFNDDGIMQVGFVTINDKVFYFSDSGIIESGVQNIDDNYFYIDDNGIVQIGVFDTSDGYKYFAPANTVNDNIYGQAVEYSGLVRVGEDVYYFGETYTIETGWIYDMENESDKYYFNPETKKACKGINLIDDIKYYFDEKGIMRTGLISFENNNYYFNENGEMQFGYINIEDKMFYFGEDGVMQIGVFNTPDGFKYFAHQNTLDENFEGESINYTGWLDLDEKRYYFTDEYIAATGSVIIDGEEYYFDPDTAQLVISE
# Vc quorum ag: induces V. cholerae light production without autoinducers; hit rate 0.16% among 350,000; AID 588436; V. cholerae BH1578 lux reporter, luminescence, 6 h; activation, % at 18.7 µM; in the data active means activation mostly above about 9.7%, no sharp cut-off; inconclusive means no clear call, values can overlap the other calls; inactive means mostly below about 3.7%; further: not every result past the cut was called active; inactives centre near 0; reference of the scale not given here
# PfHsp40 yeast: rescue of PfHsp40-mediated yeast toxicity; S. cerevisiae expressing PfHsp40, growth rescue, ATP luminescence; growth rescue, % at 12.5 µM; hit rate 0.68% among 340,000; AID 504582; in the data active means growth rescue above about 28%, passing the limit was not always enough; inconclusive means no clear call, values can overlap the other calls;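 further: yeast W303a lacking pdr1 and pdr3 grown in galactose medium; growth measured after three days at 30 °C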
# BioA inh: blocks M. tuberculosis BioA enzyme activity. purified M. tuberculosis BioA enzyme, plate reader. inhibition, % at 9.99 µM. hit rate 0.096% among 360,000; in the data active means inhibition above about 40%; inconclusive means no clear call, values can overlap the other calls
# An asterisk follows results filed as active; i = inactive; ? = inconclusive; nt = not tested or not shown; & = joins results of further samples; ! = repeats disagree. An unsorted share of the library; about 4.6% have a hit in one of these screens.
SMILES,Mtb UGM inh,Mtb FBA inh,FadD28 binding,GDH-TPI counter,Yp Topo-I inh,TcdB inh,Vc quorum ag,PfHsp40 yeast,BioA inh
O=C(Cc1ccccc1[N+](=O)[O-])Nc1ccc(S(=O)(=O)N2CCCC2)cc1,2.1,0,-1.0,5,0,0.9,-0.4,-2.1,2.9
Cc1c(=O)n(OCc2ccccn2)c2ccccc2[n+]1[O-],0.4,2,0.3,8,5,nt,i,-1.2,0.4
O=C(c1ccc(C(F)(F)F)cc1)C1CCCN(C(=O)Cn2cncn2)C1 (stereo unspecified),1.1,1,0.8,0,-4,2.1,nt,0.4,-0.5
COc1cc(C(=O)Nc2ccc([N+](=O)[O-])cn2)cc(OC)c1OC,2.5,5,-1.1,25,-6,nt,1.5,-0.5,-0.5
CC(=O)C[C@H](O)CC(=O)[C@H]1OC(=O)CCCCCCc2ccccc21,-1.3,-1,0.3,2,8,0.9,-1.6,-0.4,-0.3
CCCc1[nH]nc2c1C(c1cc(OC)cc(OC)c1)C(C#N)=C(N)O2 (stereo unspecified),1.9,2,-24,1,-1,nt,-0.4,-0.5,0.3
O=C(CCCN1C(=O)c2ccccc2C1=O)N1CCCCC1,-1.9,1,-1.1,4,1,nt,-0.4,-1.1,-0.4
COc1ccc(-c2cc3nc(C)cc(N)n3n2)cc1,0.9,18,-0.2,10,-2,nt,-0.2,-1.7,0.9
Clc1ccc(CN2CC[C@H]3C=CCc4cccc(c43)C2)cc1,3.2,13,-0.9,-3,-2,-2.0,6.7,0.4,-1.1
CC(C)CCN1CCN(CC#Cc2ccccc2)CC1CCO (stereo unspecified),2.2,2,-0.7,2,-9,-1.0,-0.6,1.3,nt
Cc1cccc(CNc2ncc(-c3cccc([N+](=O)[O-])c3)n2C)c1,-0.3,4,-3.5,8,-6,0.9,-0.3,1.4,nt
COc1ccc(C(C(=O)NCC2CCCO2)N(C(=O)Cn2nnc3ccccc32)c2ccc(NC(C)=O)cc2)c(OC)c1 (stereo unspecified),0.7,0,-2.5,-7,0,-0.2,i,1.2,0.7
CCCNC(=O)COC(=O)c1ccccc1OCC(=O)Nc1ccc(Br)cc1,-1.3,0,-1.4,7,7,0.5,-0.3,-2.1,-0.7
O=c1cc(CN2CCN(c3cccc(Cl)c3)CC2)c2cc3c(cc2o1)CCCC3,-1.4,1,-2.1,-2,-5,nt,-0.4,0.5,0.0
Cc1cccc(NC(=S)NC(=O)c2cccs2)n1,1.2,2,-1.5,8,7,nt,-0.3,-0.4,12
Cc1cccnc1NC(=O)c1ccc2c(c1)OCO2,0.1,1,-2.8,-4,-7,2.3,-0.2,1.0,-0.6
Cc1cccc(/N=C/c2c(C)[nH]n(-c3ccccc3)c2=O)n1,-2.4,6,-1.5,6,-8,-0.6,-0.3,-0.6,nt
O=C(CSc1ncnc2nc[nH]c12)N1CCN(c2ccccc2)CC1,0.4,0,-2.5,-3,9,nt,nt,0.7,2.4
O=C(Nc1ccc(-n2ccc(C(F)(F)F)n2)cc1)c1cccs1,2.0,-3,-14,4,9,1.2,-3.1,0.8,3.5
CC(NC(=O)C1(C)CC1(Br)Br)C(C)(C)C (stereo unspecified),0.6,-2,-2.5,12,-1,nt,5.0,-0.6,-1.0
COC(C(=O)NC1CC1)c1ccccc1 (stereo unspecified),-1.2,-2,-4.4,0,-5,-1.0,-0.2,-0.8,nt
COC1CCCCC1Nc1cc(C)ccc1C (stereo unspecified),-0.2,0,1.4,15,0,0.4,1.4,0.7,nt
O=C(NCC1COc2ccccc2O1)C1CCN(S(=O)(=O)c2cccc3nsnc23)CC1 (stereo unspecified),0.8,3,-1.1,10,19,nt,-0.4,-0.9,0.0
COc1ccccc1NC(=O)CS(=O)(=O)c1cccc2nsnc12,0.4,-1,-1.8,0,-5,nt,i,-2.2,1.6
CCN=C1SC(CC(=O)NCc2ccccc2)C(=O)N1CC (stereo unspecified),-0.7,0,-2.4,-5,-1,-3.8,0.6,-0.2,nt
# (listing goes on)
SMILES,Mtb UGM inh,Mtb FBA inh,FadD28 binding,GDH-TPI counter,Yp Topo-I inh,TcdB inh,Vc quorum ag,PfHsp40 yeast,BioA inh
Cc1ccc([N+](=O)[O-])cc1NC(=O)C(C)NS(=O)(=O)c1ccc(F)cc1 (stereo unspecified),0.4,3,0.0,1,7,0.2,0.0,-1.2,nt
Cc1csc2c(N3CCN(C(=O)Nc4ccc(Cl)c(Cl)c4)CC3)ncnc12,0.1,0,-1.8,-1,11,0.8,-0.2,0.6,2.6
COc1cccc(C(O)c2nc(-c3cccc(C(F)(F)F)c3)cs2)c1 (stereo unspecified),nt,-2,-4.1,-4,-7,1.7,i,nt,-0.2
Cc1ccc(S(=O)(=O)N(C)c2ccc(C(=O)N3CCCCC3)cc2)cc1,1.9,2,-1.1,4,14,1.3,-0.3,-0.3,-0.3
CC(C)(C)NC(=O)Cn1nnc(-c2ccc(Cl)cc2)n1,-3.3,1,-0.2,4,4,0.9,i,1.3,-0.9
CC(=O)c1c(C)[nH]c(C(=O)Nc2nc(-c3ccc(-c4ccccc4)cc3)cs2)c1C,0.9,5,-3.4,16,-12,1.4,1.4,0.4,-1.6
CCCc1nnc(NC(=O)c2nc(S(=O)(=O)Cc3cccc(C)c3)ncc2Cl)s1,0.5,-1,-0.3,8,6,0.6,-0.2,1.0,-0.5
O=C(NNC(=O)C1CC=CCC1)c1ccccc1Cl (stereo unspecified),1.3,-1,?,9,-1,-0.6,i,-0.7,-1.5
COc1ccc(-c2cc(C(=O)OCC(=O)Nc3cc(C)on3)c3ccccc3n2)cc1OC,-0.6,-1,-0.3,0,1,nt,1.1,0.1,nt
CC(C)(C)C(=O)Nc1ccc(S(=O)(=O)Nc2ccccn2)cc1,0.6,5,-0.4,11,-12,1.1,-0.3,6.2,nt
NC(=O)Cc1ncc(C(F)(F)F)cc1Cl,-2.3,1,0.2,3,1,1.6,-0.2,-2.2,nt
CN(Cc1cnc2nc(N)nc(N)c2n1)c1ccc(C(=O)N[C@@H](CCC(=O)O)C(=O)O)cc1,-0.2&3.9,108*!,-10&-12,15&22,-2&4,1.0&0.9,-0.6&-0.3,4.9&8.7,5.8&3.6
COc1cccc2[nH]c3c(Cl)ncnc3c12,-0.4,41*,0.3,11,3,1.4,0.2,-0.1,nt
Cc1ccc(C2C(C(=O)c3cccs3)=C(O)C(=O)N2c2cccc(C)n2)cc1 (stereo unspecified),-1.5,-3,-3.6,3,-6,-1.5,-0.4,0.5,nt
Cc1ccc(CNC(=O)CCS(=O)(=O)c2cccc3nonc23)cc1,-1.3,-3,-0.5,-4,8,nt,-0.4,-1.0,-3.5
CCN(CCCNC(=O)CCNC(=O)Cn1cnc2ccccc2c1=O)c1ccccc1,1.6,1,-2.6,-7,-4,nt,14,-0.2,-1.8
COc1ccc(/C=N\NC(=O)c2ccccc2)cc1COc1ccc(F)cc1,-0.1,5,nt,23,6,0.6,i,1.2,1.3
Cc1cccc(-n2c(-c3ccncc3)n[nH]c2=S)c1,0.2,2,-1.2,2,1,nt,nt,-1.1,0.6
O=C(c1nc2ccccc2[nH]1)c1ccccc1[N+](=O)[O-],5.1,-1,-5.4,8,-6,2.4,-0.9,0.4,1.4
CSc1ccc(/C=C/C(=O)c2ccc(NC(=O)C(C)C)cc2)cc1,0.3,2,-2.2,24,-2,nt,-12,-0.9,nt
Cc1ccc(C(=O)NNC2CC(=O)N(c3ccc4c(c3)OCCO4)C2=O)cc1 (stereo unspecified),0.4,3,0.2,-5,-2,-0.2,i,-0.8,nt
Cn1c(=O)n(CCO)c(=O)c2c1nc(Br)n2Cc1ccccc1,-2.2,0,-0.8,7,2,0.3,-0.5,0.2,0.6
COCCCN1C(=O)C(CC(=O)NCCCN(C)C)CC(C(=O)N(C(C)C)C(C)C)=C1C (stereo unspecified),nt,-2,-1.7,nt,nt,1.7,nt,nt,-0.3
CCOC(=O)C1=C(N)OC2=C(C(=O)CC(C)C2)C1c1cccnc1 (stereo unspecified),0.5,1,0.6,2,1,nt,-1.9,-0.7,nt
CC(NC(=O)c1ccco1)c1ccc(-n2ccnc2)cc1 (stereo unspecified),-1.8,1,0.5,5,-4,-0.7,i,-1.6,-2.4
# (listing goes on)
SMILES,Mtb UGM inh,Mtb FBA inh,FadD28 binding,GDH-TPI counter,Yp Topo-I inh,TcdB inh,Vc quorum ag,PfHsp40 yeast,BioA inh
CCCCn1c(N)c(-c2nc3ccccc3o2)c2c([N+](=O)[O-])nn(C)c(=O)c21,1.7,2,-2.2,19,-10,2.8,-0.6,0.2,0.8
COc1ccc(S(=O)(=O)Nc2cccc(S(=O)(=O)N3CCCC3)c2)cc1OC,3.2,3,-1.7,4,19,2.4,14,-0.5,-0.3
O=C(COC(=O)c1cccc(F)c1)Nc1ccc(Cl)cn1,0.3,-2,-2.1,6,-1,1.5,-0.4,-0.3,-0.2
COc1ccc2sc3ccccc3c(=O)c2c1OC,-0.1,1,0.9,11,-5,nt,i,0.9,-2.0
CCc1nnc(NC(=O)CSc2nc(SC)ns2)s1,nt,-1,-0.4,0,-5,0.8,-0.7,-0.1,nt
CCn1c(SCC(=O)NC2CCCC2)nnc1C(C)NC(=O)c1ccccc1Br (stereo unspecified),0.7,2,1.2,6,-9,0.1,-0.2,-1.6,-2.3
CCN(CC)c1ccc(C2=NNC(=O)CC2C)cc1[N+](=O)[O-] (stereo unspecified),0.6,-6,-2.3,31*,-1,nt,12,0.9,0.8
CCN1CCN(C(=O)Cc2c(C)n(C(=O)c3ccc(Cl)cc3)c3ccc(OC)cc23)CC1,3.4,-2,-2.5,4,25,0.8,-1.1,-0.4,nt
CCOC(=O)c1nn(-c2ccc(Cl)cc2)c2nc(CC)c(C#N)c(=O)n12,1.8,37*,1.5,21,11,nt,i,-0.4,-2.3
CCCOP(=O)(OCCC)c1nc(-c2ccccc2)oc1NCc1ccccc1,-1.7,57*,0.4,12,-11,1.7,i,-0.3,-1.2
CC1CCCC(C)N1C(=O)COC(=O)c1cncc(Br)c1 (stereo unspecified),6.4,0,0.9,9,1,0.3,-4.5,-0.6,nt
O=C(Cn1nnc(-c2ccccc2)n1)NNC(=O)c1ccccc1,-0.6,-2,-0.1,1,2,-1.5,0.7,-1.3,nt
CC(C)CC(C(=O)O)C(C)CC(=O)Nc1ccn(-c2ccccc2)n1 (stereo unspecified),3.8,0,-0.9,2,8,nt,i,1.6,-1.0
COc1ccc(NC(=O)C2(C)CCN2Cc2ccc(OC)c3ccccc23)cc1OC (stereo unspecified),nt,0,-3.1,-9,28,0.5,-0.4,nt,0.3
CC(=O)NC12CC3CC(C1)CC(C(=O)OCC(=O)Nc1c(F)cccc1F)(C3)C2,-0.2,7,-1.3,10,-3,2.6,-4.5,-0.7,5.4
CCOCCCNC(=O)c1ccc(CS(=O)(=O)c2cccc(C(F)(F)F)c2)o1,0.7,-3,-3.9,-9,16,0.6,-8.3,1.7,-0.1

# Entries shown so far containing two or more sulfur atoms (6):
SMILES,Mtb UGM inh,Mtb FBA inh,FadD28 binding,GDH-TPI counter,Yp Topo-I inh,TcdB inh,Vc quorum ag,PfHsp40 yeast,BioA inh
Cc1cccc(NC(=S)NC(=O)c2cccs2)n1,1.2,2,-1.5,8,7,nt,-0.3,-0.4,12
O=C(NCC1COc2ccccc2O1)C1CCN(S(=O)(=O)c2cccc3nsnc23)CC1 (stereo unspecified),0.8,3,-1.1,10,19,nt,-0.4,-0.9,0.0
COc1ccccc1NC(=O)CS(=O)(=O)c1cccc2nsnc12,0.4,-1,-1.8,0,-5,nt,i,-2.2,1.6
CCCc1nnc(NC(=O)c2nc(S(=O)(=O)Cc3cccc(C)c3)ncc2Cl)s1,0.5,-1,-0.3,8,6,0.6,-0.2,1.0,-0.5
COc1ccc(S(=O)(=O)Nc2cccc(S(=O)(=O)N3CCCC3)c2)cc1OC,3.2,3,-1.7,4,19,2.4,14,-0.5,-0.3
CCc1nnc(NC(=O)CSc2nc(SC)ns2)s1,nt,-1,-0.4,0,-5,0.8,-0.7,-0.1,nt
